Screens from PubChem BioAssay.
MT stabilize HCS: stabilizes microtubules in HeLa cells. 0.83% of 200,000 active. % tubulin-high responders, % at 10 µM. HeLa tubulin immunostaining HCS, 24 h; share of cells brighter than vehicle mean+2SD;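 active means plate Z-score above 3 for both tubulin-high and condensed-nucleus cell shares, with cell loss under 80%, at 10 µM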;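 further: anti alpha tubulin signal scored within the nucleus-defined area of each cell; some results filed as inactive read as strong as hits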
Hep lipid drop: hepatic lipid droplet formation modulation; inhibition, % at 6.5 µM; AID 1656; 0.4% of 240,000 active; AML12 mouse hepatocytes, oleate lipid droplets, BODIPY imaging;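 active means lipid droplet intensity inhibited by at least 50%, with more than 500 cells counted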
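Test system: AML12 hepatocytes (mouse); reagent: oleate loading, 100 µM; dosing: one dose, 6.5 µM compound; incubation: overnight exposure; signal: fluorescence imaging, 20x objective, two fields per well; read-out basis: % inhibition of corrected integrated BODIPY droplet signal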
Insulin prom up: MIN6 insulin promoter up-regulation; MIN6 insulin promoter-GFP reporter, high-content imaging; stronger effect = higher value; z-score at 5 µM; 0.3% of 190,000 active;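 active means z-score above 3 at 5 µM with at least 500 cells counted in the well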
TNAP activation fold: human TNAP enzyme activators, primary screen, biochemical, luminescent, no phosphate acceptor, uHTS (AID 1001) | 0.03% of 200,000 active | activation fold at 20 µM; hits with a dose series show EC50 in µM | purified TNAP, luminescent activation assay, no phosphate acceptor; higher activation fold means a stronger effect; in the data active means activation fold from about 3, or a potency from the dose series; inactive means the rest, 99 in 100 with activation fold below about 1.6; further: many of its hits are not listed in these tables
Autophagy HCS: modulators of autophagy. MEF GFP-LC3 puncta imaging; test concentration mostly 10 µM. calls only at 10 µM (by protocol). 0.98% of 190,000 active. AID 463193;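 active means percentage of spot-positive cells more than 3 SD above its plate mean, without a fluorescence outlier flag or 80% toxicity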;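 further: spot-positive cell cutoff set from DMSO-treated cells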
human PMI inhibition: inhibitors of human PMI, primary screen, biochemical, fluorescence intensity, coupled assay (AID 1209); purified PMI enzyme, coupled fluorescence intensity; higher % means a stronger effect; one-dose inhibition, % at 20 µM; IC50 in µM for titrated hits; 0.42% of 190,000 active;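 further: plate controls were DMSO vehicle for no effect and wells lacking substrate for full effect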
b-catenin transl: modulators of beta-catenin nuclear translocation | HeLa beta-catenin nuclear translocation, immunofluorescence imaging | nuclear translocation activity, % at 5 µM | 0.3% of 190,000 active;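 active means nuclear translocation activity above 50% at 5 µM, with a well cell count of 50 or more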;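 further: per-cell ratio of nuclear to cytoplasmic median beta-catenin stain intensity; plate controls were DMSO negative control for no effect and GSK-3 inhibitor IX positive control for full effect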
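Test system: HeLa cells, endogenous beta-catenin; Compound: single 5 µM dose plus 0.02–20 µM confirmation series; Times: compound exposure 24 h at 37°C; Signal: fluorescence imaging of beta-catenin antibody stain plus DAPI; Read-out: % activation, nuclear-to-cytoplasmic median beta-catenin signal ratio per cell.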
PMI inhibition: MPI inhibition at elevated mannose 6-phosphate – biochemical, fluorescence intensity, high mannose 6-phosphate, primary screen (AID 1220); inhibition, % at 20 µM, or IC50 in µM where a hit was titrated; 0.66% of 190,000 active; recombinant PMI enzyme, coupled fluorescence intensity; higher % means a stronger effect
T cell modulator: modulates CD8 T cell binding to vesicles; AID 2052; 0.068% of 330,000 active; 2C CD8+ T cell-vesicle binding, flow cytometry; stronger effect = lower value; calls only at 7 µM;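 active means response, share of CD8 T cells binding vesicles, and their 90th percentile fluorescence all below set limits, cut at about 80% in these data, passing the limit was not always enough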
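System: murine 2C transgenic CD8+ T lymphocytes; also added: QL9-loaded Drosophila micro-vesicles; times: binding 1.5 h at 37 °C; measured by: flow cytometry, PE anti-B7-1 (FL2) versus Alexa647 anti-CD8 (FL8), PFA-fixed; control set: Peptide-free naked vesicles (low) and QL9 vesicles with 0.7% DMSO vehicle (high)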
Insulin prom up cell count: further read-out of Insulin prom up, marked with its call; cell count; measured here: cytotoxicity, nuclei count;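 total cells summed across four imaged fields per well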
Hep lipid drop cells 6.5 µM: also measured in Hep lipid drop; calls as there; cell count; measured here: cell count, cytotoxicity flag;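 cells counted across two imaged fields per well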
b-catenin transl cell count 5 µM: further read-out of b-catenin transl, marked with its call; cell count; measured here: cell count, cytotoxicity flag
T cell modulator vesicle-bound %: recorded beside T cell modulator, whose call it bears; double positive events, %; measured here: CD8+ vesicle-bound cell fraction;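 binding gate set so that unloaded-vesicle control wells show 10% double positive cells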
MT stabilize HCS Hoechst-high %: further read-out of MT stabilize HCS, marked with its call; % Hoechst-high responders; measured here: nuclear condensation Hoechst responders;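 share of cells brighter than vehicle mean plus two SD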
MT stabilize HCS cytotoxicity %: recorded beside MT stabilize HCS, whose call it bears; toxicity, %; measured here: cytotoxicity by cell density;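 0% = mean cell density of plate MIN control wells and 100% = no cells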
Autophagy HCS cell loss 18 h: further read-out of Autophagy HCS, marked with its call; toxicity, %; measured here: cell loss, nuclei count;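 cell loss after 18 h compound exposure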
Active calls of the source: *; i = inactive; . = not tested or not shown; + = active, no number. Unless noted, no stated cut-off is given here; in the data, active means inhibition above about 50%; inactive means the rest.

#1 CCCCn1c(N)c(Br)c(=O)[nH]c1=O
#2 Cc1ccc(OCCSc2nc3ncnc(N)c3[nH]2)cc1
#3 O=C(NCC1CCCO1)c1cccc(-n2cnnn2)c1 (stereo not given)
#4 C/C(=N\NC(=O)COc1ccc([N+](=O)[O-])cc1)C(C)(C)C
#5 Cc1ccc(N(C(C)C(=O)N2CCOCC2)S(C)(=O)=O)cc1C (stereo not given)
#6 Cc1ccc(C(=O)NCC(=O)OCC(=O)c2cc(C)n(Cc3ccco3)c2C)cc1
#7 COc1ccc(NC(=O)C2CCCN2S(=O)(=O)c2ccc(C)cc2)cc1 (stereo not given)
#8 CCOC(=O)C1=C(C)N(c2ccccc2)C(=O)NC1c1cccc([N+](=O)[O-])c1 (stereo not given)
#9 Cc1cc(C)n(C(=O)c2ccc([N+](=O)[O-])cc2[N+](=O)[O-])n1
#10 CCOC(=O)N1CCC(N2C(=O)c3ccccc3C2Nc2ccc(Cl)cn2)CC1 (stereo not given)

assay / compound	1	2	3	4	5	6	7	8	9	10
MT stabilize HCS	.	4.0	4.3	4.5	1.0	6.7	2.2	1.6	3.2	2.8
MT stabilize HCS Hoechst-high %	.	1.7	4.1	1.5	1.3	1.4	1.2	2.5	2.9	2.7
MT stabilize HCS cytotoxicity %	.	17	7.5	3.9	1.2	7.7	5.4	11	13	6.9
Hep lipid drop	0	9	8	.	-2	11	5	-31	-2	.
Hep lipid drop cells 6.5 µM	617	717	842	.	742	644	786	597	696	.
Insulin prom up	-0.29	0.47	.	.	.	-0.19	-0.77	.	0.12	0.82
Insulin prom up cell count	788	1158	.	.	.	1531	957	.	1348	906
TNAP activation fold	.	1.2	1.1	1	1.1	1	1.2	1.1	1	1
Autophagy HCS	.	i	i	i	i	i	i	i	i	i
Autophagy HCS cell loss 18 h	.	17	2	19	0	9	22	11	-4	9
human PMI inhibition	.	9%	3%	2%	10%	15%	-5%	23%	-3%	11%
b-catenin transl	0.8	-1.4	-7.0	.	1.4	-3.3	.	-3.6	.	.
b-catenin transl cell count 5 µM	1331	1058	1159	.	1472	1128	.	1161	.	.
PMI inhibition	.	10%	-3%	4%	4%	2%	-5%	29%	12%	19%
T cell modulator	i	i	i	i	i	i	i	i	i	i
T cell modulator vesicle-bound %	32	26	23	27	61	12	18	47	50	27

Reprinted from the part before: three entries, followed by the next part.
#8 CCOC(=O)C1=C(C)N(c2ccccc2)C(=O)NC1c1cccc([N+](=O)[O-])c1 (stereo not given)
#9 Cc1cc(C)n(C(=O)c2ccc([N+](=O)[O-])cc2[N+](=O)[O-])n1
#10 CCOC(=O)N1CCC(N2C(=O)c3ccccc3C2Nc2ccc(Cl)cn2)CC1 (stereo not given)
#11 N#CC1=C(N)Oc2n[nH]c(-c3ccc(F)cc3)c2C1c1cccc(OC(=O)N2CCOCC2)c1 (stereo not given)
#12 COc1ccccc1CNC(=O)c1ccc(CS(=O)(=O)c2ccccc2OC)o1
#13 CCOC(=O)c1c(NC(=O)CN2C(=O)NC(C)(c3ccc(OC(F)F)cc3)C2=O)sc(C)c1C (stereo not given)
#14 CCOC(=O)C(C)n1cnc2c(oc3ccccc32)c1=O (stereo not given)
#15 O=C(COc1cc(F)ccc1[N+](=O)[O-])Nc1ccc(N2CCOCC2)cc1
#16 Cc1c(C(=O)O)oc2ccc(S(=O)(=O)NCc3ccc(F)cc3)cc12
#17 Cn1cccc1C(=O)NC(=O)CSc1nnc(C2CC2)n1-c1ccccc1
#18 N#Cc1c(-c2ccc(F)cc2)cc(C2CC2)nc1SCC(=O)c1cccs1
#19 Clc1nc(Cl)nc(-c2cn(-c3ccccc3)c3ccccc23)n1
#20 CCOC(=O)c1sc2nc(CC(=O)OC)nc(NCCN3CCOCC3)c2c1C

assay / compound	8	9	10	11	12	13	14	15	16	17	18	19	20
MT stabilize HCS	1.6	3.2	2.8	0.7	1.4	4.3	2.2	1.9	3.9	3.6	3.8	.	3.4
MT stabilize HCS Hoechst-high %	2.5	2.9	2.7	1.2	1.8	2.6	2.0	1.9	2.7	1.7	3.6	.	3.1
MT stabilize HCS cytotoxicity %	11	13	6.9	6.8	6.1	0.9	8.5	9.0	8.5	5.1	5.3	.	29
Hep lipid drop	-31	-2	.	-3	.	-22	.	15	.	-5	-9	15	-3
Hep lipid drop cells 6.5 µM	597	696	.	794	.	653	.	662	.	675	600	768	678
Insulin prom up	.	0.12	0.82	-0.53	-0.29	-0.47	-0.46	-0.63	0.2	.	2.5	0.5	-0.58
Insulin prom up cell count	.	1348	906	879	1393	1518	1589	1052	1589	.	1424	1081	1291
TNAP activation fold	1.1	1	1	1	1	1	1	1.1	1	1.1	1.1	.	1.1
Autophagy HCS	i	i	i	i	i	i	i	i	i	i	+	.	i
Autophagy HCS cell loss 18 h	11	-4	9	-3	-2	-17	-10	1	-9	-6	-1.5*	.	0
human PMI inhibition	23%	-3%	11%	6%	-9%	26%	-11%	-32%	-6%	1%	12%	.	6%
b-catenin transl	-3.6	.	.	.	-3.7	1.7	0.7	0.1	-2.3	.	2.3	1.2	-1.8
b-catenin transl cell count 5 µM	1161	.	.	.	941	1143	1325	1096	923	.	1026	1313	1146
PMI inhibition	29%	12%	19%	4%	-2%	15%	-5%	-17%	-4%	-6%	8%	.	1%
T cell modulator	i	i	i	i	i	i	i	i	i	i	i	i	.
T cell modulator vesicle-bound %	47	50	27	65	17	45	14	54	46	54	38	39	.

#21 O=C(CCCCCn1c(=O)[nH]c2ccccc2c1=O)NCCc1c[nH]c2ccccc12
#22 S=C(NCCSCc1ccc(Cl)cc1)Nc1ccccc1
#23 CC1(C)O[C@@H]1COc1c2ccoc2cc2oc(=O)ccc12
#24 O=C(COC(=O)c1ccc([N+](=O)[O-])o1)Nc1cccc(S(=O)(=O)N2CCOCC2)c1
#25 Fc1ccc(CN2CCCN(Cc3nc(-c4ccc5c(c4)OCO5)no3)CC2)cc1
#26 O=C(CSc1nc2ccc([N+](=O)[O-])cc2[nH]1)NCCc1ccccc1
#27 CCCn1c(SC/C(O)=C(\C#N)c2nc3ccccc3[nH]2)n[nH]c1=O
#28 O=C(CN1CCN(c2ccccn2)CC1)N1CC(O)CO1 (stereo not given)
#29 Cc1ccc(NC(=S)NCCN2CCOCC2)cc1C
#30 COc1ccc(Cn2nnnc2C(c2cc3cc(C)ccc3[nH]c2=O)N2CCOCC2)cc1 (stereo not given)

assay / compound	21	22	23	24	25	26	27	28	29	30
MT stabilize HCS	3.2	3.7	4.7	5.4	.	3.5	1.6	2.3	1.8	2.1
MT stabilize HCS Hoechst-high %	2.7	2.0	2.2	1.7	.	1.3	2.8	1.7	2.2	2.2
MT stabilize HCS cytotoxicity %	3.8	9.5	6.5	6.2	.	4.1	5.2	5.3	7.4	7.3
Hep lipid drop	.	.	-9	-5	0	.	7	3	.	.
Hep lipid drop cells 6.5 µM	.	.	734	649	680	.	738	625	.	.
Insulin prom up	-0.59	1.2	-0.43	0.57	-0.19	.	.	.	-0.43	0.06
Insulin prom up cell count	1222	1301	1037	1502	1441	.	.	.	1684	1093
TNAP activation fold	1.1	1.1	1.1	1	1.1	0.9	0.8	1.1	1	1.1
Autophagy HCS	i	i	i	i	i	i	i	i	i	i
Autophagy HCS cell loss 18 h	0	12	-5	5	9	-1	17	19	-4	-10
human PMI inhibition	3%	11%	5%	-6%	4%	7%	3%	-2%	-1%	-34%
b-catenin transl	7.4	-3.3	.	2.1	0.1	.	0.1	0.2	-0.2	-4.6
b-catenin transl cell count 5 µM	1389	1389	.	1067	1019	.	1551	1464	1367	885
PMI inhibition	-4%	14%	13%	6%	6%	-3%	12%	-2%	-4%	-36%
T cell modulator	i	i	i	i	i	i	i	i	i	i
T cell modulator vesicle-bound %	14	17	36	44	53	43	52	48	15	46

#31 O=c1c(Cl)c(NCC2CCCO2)cnn1C12CC3CC(CC(C3)C1)C2 (stereo not given)
#32 O=C(Nc1ccccn1)C(=O)N1CCCCC1
#33 Cn1c(Cn2c(=O)sc3ccccc32)nnc1SCc1cccc(F)c1
#34 C/C(Cn1nnc([N+](=O)[O-])n1)=N\NC(=O)c1ccc(O)cc1O
#35 O=C(NC1=NCCS1)Nc1ccccc1
#36 Cn1c(=O)[nH]c(=O)c2c1nc(N(CCO)Cc1ccccc1)n2Cc1ccccc1Cl
#37 O=C(COC(=O)/C=C/c1cccc(F)c1)NNC(=O)c1ccccc1
#38 CCN(C(=O)c1ccco1)c1nnc(-c2ccc(OC)cc2)s1
#39 CCOC(=O)C1CCN(C(=O)CCc2c(C)nc3cc(-c4ccccc4)nn3c2C)CC1
#40 CCN(C(=O)CN1CCN(C)CC1)c1cccc2ccccc12
#41 C/C(Cn1nnc([N+](=O)[O-])n1)=N\NC(=O)c1ccc(C)cc1

assay / compound	31	32	33	34	35	36	37	38	39	40	41
MT stabilize HCS	2.8	1.9	2.6	1.9	4.4	4.2	3.4	4.1	2.5	8.0	1.3
MT stabilize HCS Hoechst-high %	2.5	2.8	2.9	1.8	1.6	3.0	2.4	1.6	3.2	1.6	2.8
MT stabilize HCS cytotoxicity %	6.3	8.1	5.8	2.1	7.8	17	4.8	3.7	8.8	2.1	7.7
Hep lipid drop	13	-1	-50	-11	.	-18	-10	-1	.	.	-4
Hep lipid drop cells 6.5 µM	744	726	728	678	.	708	775	753	.	.	669
Insulin prom up	1.2	-0.09	-0.22	0.01	-0.1	-0.47	0.69	-0.02	-1.1	0.69	-2.5
Insulin prom up cell count	1298	1286	1239	1240	1638	1292	1253	1095	903	1184	732
TNAP activation fold	1.1	1.1	1.1	1.1	1.1	1	1.4	1.1	1	1	1
Autophagy HCS	i	i	i	i	i	i	i	i	i	i	i
Autophagy HCS cell loss 18 h	-30	15	-1	7	11	9	-3	20	6	9	-6
human PMI inhibition	2%	-7%	-10%	19%	8%	6%	3%	-1%	-5%	2%	4%
b-catenin transl	-0.5	-1.8	-4.0	5.0	1.0	.	-0.9	-2.6	-0.1	1.0	2.1
b-catenin transl cell count 5 µM	1104	1163	1215	480	1400	.	1105	1191	1132	1170	572
PMI inhibition	0%	-12%	-8%	48%	2%	0%	5%	3%	-1%	-6%	35%
T cell modulator	i	i	i	i	i	i	i	i	i	i	i
T cell modulator vesicle-bound %	30	42	31	36	10	51	14	39	25	23	18
